Screening results (PubChem BioAssay)
ATXN2 expr inh: Primary qHTS for Inhibitors of ATXN expression; HEK-293 ATXN2-luciferase reporter, luminescence, 24 h; Potency, µM (highest dose often 57 µM), for inactives: at the top dose activity change, negative = inhibition, usual class: inhibitors; actives 0.72% (n = 360,000); note: potency is the fitted concentration of half-maximal effect; % is set by controls: 0 for no effect and ±100 for the full control effect; nearly all actives have a fitted effect of over 55% in size
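qHTS (up to 57 uM final) was run with 24 h compound exposure of reporter cells at 37 °C. Each well was multiplexed: SteadyGlo luminescence measured ATXN2-luciferase expression after a fluorogenic Gly-Phe-AFC viability readout (25 uM final).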
TGFb inhibitor: qHTS for Inhibitors of TGF-b; HepG2 CAGA-GFP TGF-b/SMAD3 reporter, GFP fluorescence, 18 h; TGF-beta stimulated, 500 pg/mL final; Potency, µM (highest dose often 46.1 µM), for inactives: top-dose activity, negative = inhibition, actives largely listed as inhibitors; actives 1.2% (n = 410,000); AID 588855, 2011; note: potency is the fitted concentration of half-maximal effect; % is set by controls: 0 for no effect and ±100 for the full control effect; nearly all actives have a fitted effect of over 65% in size
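Inhibition of TGF-beta-driven CAGA-GFP reporter expression in HEPG2 cells is measured by cellular GFP fluorescence after 18 h stimulation with 500 pg/mL recombinant TGF-beta in 1% FBS medium at 37 degrees C.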
A549 tox: Nrf2 qHTS screen for inhibitors: counterscreen for cytotoxicity | A549 ARE-Fluc cells, CellTiter-Fluor viability, 18-24 h | Potency, µM (top dose mostly 46 µM), for inactives: at the highest dose activity change, negative = cytotoxicity, hits mostly inhibitors | actives 0.16% (n = 390,000) | AID 504648, 2011; note: potency is the fitted concentration of half-maximal effect; % is set by controls: 0 for no effect and ±100 for the full control effect
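A549 ARE_Fluc cells in 5% FBS OPTI-MEM were exposed to compounds in concentration-response for 18-24 h at 37 deg C. Viability was read by CellTiter-Fluor fluorescence (Ex 405/Em 525) after 30 min, before the luciferase read.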
ATXN viability: Viability Counterscreen for Primary qHTS for Inhibitors of ATXN expression. AID 651635, 2014. S2 cells (HEK-293 line with an ATXN2-luciferase reporter) viability, CellTiter-Fluor protease fluorescence, 24 h. Potency, µM (titrated, usually from 56.7 µM), hits mostly cytotoxic. actives 0.49% (n = 400,000); note: potency is the fitted concentration of half-maximal effect; nearly all actives have a fitted effect of over 40% in size
HepG2 viability: qHTS for Inhibitors of TGF-b: Cytotox Counterscreen | HepG2 CAGA-GFP viability, ATP luminescence, 18 h | Potency, µM (doses to about 46.1 µM), inactives show at the highest dose activity change, negative = cytotoxicity, hits mostly cytotoxic | actives 0.76% (n = 410,000) | AID 588856, 2011; note: potency is the fitted concentration of half-maximal effect; some results filed as inactive show a strong effect at the top dose
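CellTiter-Glo luminescence gave cytotoxicity after 18 hours at 37 degrees C. The cells were HepG2 CAGA-GFP in 1% FBS DMEM, stimulated with 500 pg/mL TGF-beta after compound addition. %Activity was normalised to no-cell wells (complete cell-killing) and DMSO (no toxicity), and curves were fitted and classified.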
Nrf2 inh: Nrf2 qHTS screen for inhibitors; A549 ARE-Fluc reporter, luciferase luminescence, 18-24 h; Potency, µM (top dose mostly 46 µM), for the others: top-dose activity change, negative = inhibition, hits mostly inhibitors; actives 2.1% (n = 360,000); note: potency is the fitted concentration of half-maximal effect; % is set by controls: 0 for no effect and ±100 for the full control effect; nearly all actives have a fitted effect of over 60% in size
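Cells were seeded and rested 2 h, then exposed to compounds for 18-24 h. CellTiter-Fluor was read first as a viability measure. BugLite was added 15 min before the final luminescent read of ARE-luciferase activity in A549 cells.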
MCF10A rereplic: A quantitative high throughput screen for small molecules that induce DNA re-replication in MCF 10a normal breast cells. MCF 10A DNA re-replication, Hoechst nuclear intensity, 48 h. Potency, µM (highest dose often 46.1 µM), without a hit: at the top dose activity, positive = re-replication, most hits filed as activators. actives 2.9% (n = 350,000); note: potency is the fitted concentration of half-maximal effect; % of control where 0% means no effect; nearly all actives have a fitted effect of over 50% in size
Nrf2 ARE act: qHTS of Nrf2 Activators; AREc32 ARE-luciferase reporter (MCF7-derived line), luminescence, 24 h; Potency, µM (titrated, usually from 46.1 µM), without a hit: top-dose activation, usual class: activators; actives 0.31% (n = 410,000); AID 624171, 2012; note: potency is the fitted concentration of half-maximal effect; % of control where 0% means no effect; nearly all actives have a fitted effect of over 65% in size
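Cells of the AREc32 ARE-luciferase line are plated in OPTI-MEM containing 5% FBS and left overnight at 37 deg C. Compounds are pinned in, incubation continues 24 hr, and firefly luciferase signal is then measured.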
IL1B secr inh: qHTS for Inhibitors of Inflammasome Signaling: IL-1-beta AlphaLISA Primary Screen | THP-1 LPS/ATP IL-1B secretion, AlphaLISA, 16 h; stronger effect = lower value | activity change, % at 57.5 µM | actives 4.7% (n = 360,000) | AID 743279, 2014; in the data active = activity change below about -50%; inconclusive = mostly about -30% to -49%; note: % is set by controls: 0 for no effect and ±100 for the full control effect
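Secreted IL-1B measured by AlphaLISA bead assay after 16 h compound exposure of THP-1 cells; compounds (final up to 57.5 uM) added 1 h before LPS (250 ng/mL) and ATP (1.25 mM) stimulation; lower signal means less secretion.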
* hit, by the source's call; i = inactive; ? = inconclusive; . = no result given; & = joins results of further samples; ! = not active in a repeat; [ ] = another dose, or the depositor's remark. Unless noted, calls come from the whole dose curve; as a rule, active = well fitted curve in the direction sought with a large enough effect; inconclusive = small, poorly fitted or top-dose-only effect, or another doubt; inactive = no such curve, though single readings can be large; an effect the other way counts as inactive or inconclusive.

SMILES	ATXN2 expr inh	TGFb inhibitor	A549 tox	ATXN viability	HepG2 viability	Nrf2 inh	MCF10A rereplic	Nrf2 ARE act	IL1B secr inh
CCOc1ccc(NC(=O)CCc2nnc3n(C)c(=O)c4sccc4n23)cc1	3%	17%	5%	i	0%	?	.	-1.5%	.
CC(C)=CCC/C(C)=C/CNC(=O)C[C@H]1C[C@H](C(=O)N2CCCCC2)[C@@]2(CCc3ccccc3)c3[nH]c4ccc(Cl)cc4c3CCN2C1=O	-6%	0%	-8%	i	0%	1%	15%	-0.4%	-4
C[C@H]1Oc2ccccc2C(=O)C1C(=O)c1ccccc1 (stereo partly specified)	5%	12%	7%	i	-27%	?	-1%	?	-26
Cc1ccc(-c2cn3c(n2)sc2cc(C(=O)NCCCN4CCCCC4)ccc23)cc1	.	-88%	-8%	.	10µM*	?	.	16%	.
COc1ccccc1NC(=O)N1CCc2[nH]c3ccc(Cl)cc3c2C1	-18%	-2%	-1%	i	-5%	?	19%	0.3%	.
Cc1cc(C)c(C(=O)Nc2ccccc2)c(CC(C)(C)C(=O)O)c1	2%	-6%	2%	.	-14%	-5%	-16%	-0.2%	.
COc1ccc(CCNC(=O)c2ccc(NC(=O)CC3SC(N4CCCC4)=NC3=O)cc2)cc1OC (stereo unspecified)	0%	-1%	4%	i	-1%	-17%	2%	0.1%	-17
COc1cc(NC(=O)C2CCCCC2)c2ncccc2c1	-3%	8%	-4%	i	-7%	2%	?	5.6%	0
CC(=O)Oc1ccc(OC(C)=O)c2c1CC1(C)OC1(C)C2 (stereo unspecified)	.	-13%	.	i	-15%	.	.	1.1%	1
C=CCn1c(SCC(=O)N2CCN(c3ccccc3)CC2)nnc1-c1ccco1	-20%	2%	-21%	i	-7%	-20%	9%	-0.8%	7
Cc1cccc(C)c1OCc1cc(C(=O)N2CCC(c3ccccc3)CC2)no1	29%	-12%	13%	i	-20%	30%	?	0.6%	?
COc1ccc(OC)c(CN2CCN(C(=O)c3cccs3)CC2)c1	5%	-16%	1%	i	-4%	-20%	7%	-0.8%	-9
Oc1ccc(-c2nc3cnccn3c2Nc2ccc3c(c2)OCCO3)cc1	38%[activator]	-13%	-8%	i	-3%	11%	-1%	22%	69
O=C(CCC1N=C2c3ccccc3N=C(SCc3ccc(F)cc3)N2C1=O)NC1CCCCC1 (stereo unspecified)	.	1%	?	.	-3%	.	.	5.4%	.
CSCCC(NC(=O)c1ccccc1Cl)C(=O)N(C)CC(=O)Nc1ccc(N2CCOCC2)cc1 (stereo unspecified)	0%	-1%	1%	i	-12%	13%	2%	1.9%	0
CSCCC(NC(=O)c1cc(CC(C)C)oc1C)C(=O)O (stereo unspecified)	3%	-11%	0%	i	2%	7%	-1%	-0.1%	-1
O=C(NCCCn1ncc2ccccc21)c1cc(COc2c(F)cccc2F)on1	1%	12%	1%	i	-4%	-14%	20%	-0.4%	-4
Cc1ccc(OCC(O)CN2CCN(Cc3ccc4c(c3)OCO4)CC2)c(C)c1 (stereo unspecified)	-22%&-9%	-18%&-1%	-3%&-1%	i	-15%&-25%	-11%&-1%	?	2.2%&-0.2%	-60*!
Cc1ccc(C)c(N(CC(=O)NCC2CCCO2)C(=O)CCC(=O)Nc2nccs2)c1 (stereo unspecified)	-3%	8%	7%	i	3%	5%	3%	-1.2%	2
O=C(CSc1n[nH]c(=O)[nH]c1=O)N/N=C/C=C\c1ccccc1	-15%	6%	2%	i	2%	-15%	1%	0.0%	22
CCCCN1C(=O)C2(NNc3ccccc3O2)c2ccccc21 (stereo unspecified)	56%[activator]	?	12%	?	-93%	?	?	?	-26
CC(=O)NCCNC(=O)c1ccc2c(c1)S(=O)(=O)c1ccccc1C2=O	3%	1%	0%	i	-7%	26%	0%	0.5%	17
COc1ccc(C2CC(O)(c3ccccc3)Oc3cc(C)c(Cl)c(C)c32)cc1 (stereo unspecified)	.	?	-3%	.	-39%	21%	.	.	.
CCCN(CCC)S(=O)(=O)c1ccc(C(=O)Nc2sc3c(c2C(=O)OC)CCN(CC)C3)cc1	-14%	-15%	-1%	.	-41%	.	.	3.0%	.
CC1CCN(S(=O)(=O)c2csc(C(N)=O)c2)CC1	.	25%	3%	.	5%	-4%	.	-1.3%	.
Cc1cc(NC(=O)/C=C/C(=O)N(CC(=O)NC2CCCC2)c2ccc(F)cc2)no1	-17%	1%	-2%	i	2%	-10%	?	8.7%	-88*
Cc1cc(C)c(C)c(OCC(=O)O/N=C(\N)c2ccncc2)c1	-19%	-4%	0%	i	1%	-15%	?	3.0%	-28
Nc1c(C(=O)N2CCOCC2)sc(=S)n1-c1ccccc1	-7%	-3%	-11%	?	-19%	?	21%	0.4%	-9
CCCN1C(=O)C(O)(CC(=O)c2ccc(C(C)C)cc2)c2ccccc21 (stereo unspecified)	.	.	-5%	.	-26%	9%	.	5.9%	.
CCc1ccc(NC(=O)CSc2nc(=O)n(Cc3ccncc3)c3c2CCC3)cc1	-10%	-26%	-7%	i	-20%	.	.	0.3%	.
CCc1c(O)nc(SCC(=O)c2ccccc2)n(-c2ccccc2)c1=O	-25%	0%	10%	i	15%	12%	9%	0.0%	40
C=CCNC(=O)C1CC1(c1cccc(C)c1)c1cccc(C)c1 (stereo unspecified)	-16%	0%	3%	i	8%	-11%	4%	-0.1%	.
O=C(NCc1ccc(Cl)cc1)C1CCCO1 (stereo unspecified)	2%	15%	3%	i	9%	15%	0%	0.2%	31
CCCCCCSc1ccc(-c2nc3ccccn3c2NCCCC)cc1	-29%	?	-9%	i	-36%	-2%	?	0.5%	?
CCc1nnc(NC(=S)Nc2ccccc2)s1	51%[activator]	-3%	0%	i	-11%	?	11%	0.7%	8
O=C(O)CC1(CC(=O)Nc2cc(C(F)(F)F)cc(C(F)(F)F)c2)CCCCC1	-30%	?	-6%	i	-42%	23µM*	24%	3.0%	.
Cc1cc(C)nc(NC(=O)CN2C(=O)c3ccccc3C2=O)n1	3%	-2%	7%	i	-12%	5%	0%	-0.8%	-5
Cc1c(Br)c([N+](=O)[O-])nn1CC(=O)NCC1CCCO1 (stereo unspecified)	.	-15%	-2%	i	-25%	1%	2%	0.5%	3
C/C(=N/NC(=O)c1ccc(Br)o1)c1cccc(NC(=O)c2ccc(C)o2)c1	5%	8%	2%	i	-21%	4%	0%	0.5%	-5
COc1cc(NC(=O)c2ccccc2)c(OC)cc1NC(=O)CN1CCCCC1	-7%	6%	-1%	i	-33%	?	0%	0.3%	?
COc1ccccc1-c1nc(-c2ccccc2)nc(N2CCN(C)CC2)c1C#N	9%	-16%	-25%	i	-24%	-18%	?	4.3%	-52*
COc1ccc(S(=O)(=O)Nc2ccc3c(c2)OCO3)cc1OC	8%	-5%	1%	?	-1%	3%	2%	0.0%	-3
Cc1ccc2c(cnn2C(=O)CCC(=O)NC2CCCCC2)c1	13%	-10%	-2%	i	-4%	7%	0%	-0.9%	17
Cc1ccc(-c2csc3nnc(SCC(=O)Nc4nsc(-c5ccccc5)n4)n23)cc1	-9%	-22%	1%[1.84 µM]	i	-27%	21µM*	19%	3.7%	-23
O=C(NC(C(=O)NCCN1CCOCC1)C12CC3CC(CC(C3)C1)C2)C1CCCCC1 (stereo unspecified)	-6%	-1%	-13%	i	13%	-27%	6%	0.0%	23
CC(=O)N1CCN(C(=S)c2ccc(N(C)C)cc2)CC1	2%	-16%	-8%	i	-52%	0%	4%	0.0%	-9
CCOC(=O)N1CCN(C(=O)COC(=O)Cc2ccc(OC)cc2)CC1	-14%	-6%	5%	i	-12%	6%	9%	-0.4%	11
O=C(N1CCOCC1)C1(S(=O)(=O)c2ccccc2)CC=CC1	7%	0%	-2%	?	2%	2%	0%	-0.3%	12
Cc1ccc(NS(=O)(=O)c2ccc(Br)cc2)nc1	1%	-5%	6%	i	-12%	-11%	14%	0.2%	-18
CN(C)CCNc1ncnc2c1ncn2[C@H]1CN(Cc2ccc(-c3ccccc3)cc2)C[C@@H](CO)O1	?	16µM*	.	?	-88%	.	.	5.2%	-5
CN1C(=O)c2ccccc2C(C(=O)NCCCN2CCCC2)C1c1c[nH]c2ccccc12 (stereo unspecified)	2%	-17%	5%	i	2%	.	?	-0.3%	18
Clc1cccc(Cl)c1CSc1cc2c(nn1)-c1ccccc1CC2	15%	2%	.	i	4%	-1%	7%	-0.9%	-13
CCn1ccc(C(=O)Nc2c(C)nn(Cc3c(F)c(F)c(F)c(F)c3F)c2C)n1	-4%	-3%	7%	i	6%	14%	-1%	-0.9%	24
O=C(NC(C1CC1)C1CC1)C1CCC(=O)N(CCCN2CCCC2=O)C1 (stereo unspecified)	.	-8%	1%	i	-39%	-3%	4%	-0.6%	9

Copied from the list.
`CCn1ccc(C(=O)Nc2c(C)nn(Cc3c(F)c(F)c(F)c(F)c3F)c2C)n1` – Nrf2 inh: 14%
`O=C(NC(C1CC1)C1CC1)C1CCC(=O)N(CCCN2CCCC2=O)C1` (stereo unspecified) – HepG2 viability: -39%
`Cc1ccc(NS(=O)(=O)c2ccc(Br)cc2)nc1` – MCF10A rereplic: 14%
